High-throughput results as filed in PubChem.
RNase H inhibition: RNase H inhibition, HIV 1 Gag Pol polyprotein, FRET biochemical assay, screening (AID 372); HIV-1 RT RNase H, FRET RNA/DNA substrate fluorescence; higher % means a stronger effect; inhibition, % at 10 µM, or IC50 in µM where a hit was titrated; 100,000 tested, 0.77% active; in the data active = inhibition above about 50%
Numbers without * were called inactive. Not all compounds are listed; count on the stated rates, not on these rows.

Results for CCSc1nnc2c(n1)OC=Nc1ccccc1-2 ?
RNase H inhibition: 1%

What do the screens show for `O=C(COC(=O)c1ccccc1N1C(=O)C2C3C=CC(C4CC34)C2C1=O)c1cccs1` (centres undefined)?
RNase H inhibition: 13%

Results for CC(C)/C=C1\CCCC\C1=N/n1cnnc1 ?
RNase H inhibition: 9%

How did COc1cc2c(cc1NC(=O)c1c(-c3c(F)cccc3Cl)noc1C)oc1ccccc12 do in these assays?
RNase H inhibition: 2%

What do the screens show for `O=C(Nc1sc2c(c1C(=O)Nc1ccc(Br)cc1)CCC2)c1ccccc1Cl`?
RNase H inhibition: 16%

What do the screens show for `CC(=O)OCCNC(=O)/C(=C\c1ccc(Br)cc1)NC(=O)c1ccc(Br)o1`?
RNase H inhibition: 8%

How did COc1cc(CN2CCN(c3cccc(Cl)c3)CC2)ccc1OCc1ccccc1 do in these assays?
RNase H inhibition: 7%

What do the screens show for `Cn1cnnc1SCC(=O)Nc1ccc2c(c1)OCO2`?
RNase H inhibition: 10%

What do the screens show for `CCOc1cccc(C(=O)Nc2ccc(Br)cc2C(=O)O)c1`?
RNase H inhibition: 14%

How did C=CCOc1c(Cl)cc(/C=C2\C(=O)NC(=O)N(c3ccc(C)cc3)C2=O)cc1OC do in these assays?
RNase H inhibition: 13%

What do the screens show for `CC1(C)CC(=O)C(C=Nc2ccc(N=CC3=C(O)CC(C)(C)CC3=O)cc2)=C(O)C1`?
RNase H inhibition: 7%

Results for O=[N+]([O-])c1ccc(-n2nnnc2C(Cl)(Cl)c2nnnn2-c2ccc([N+](=O)[O-])cc2)cc1 ?
RNase H inhibition: 13%

How did CCOC(=O)C/C(C)=N\NS(=O)(=O)c1ccc(Oc2ccc([N+](=O)[O-])cc2)cc1 do in these assays?
RNase H inhibition: 4%

What do the screens show for `Cc1cccc(NCCCC(=O)N/N=C/c2ccco2)c1`?
RNase H inhibition: 14%

How did COc1ccc(/C=C/C(=O)N2CCN(c3ccc([N+](=O)[O-])cc3)CC2)cc1 do in these assays?
RNase H inhibition: 5%

Results for CCOC(=O)C1=C(C(=O)OCC)SC(=CC(=S)c2ccccc2)S1 ?
RNase H inhibition: 11%

How did CN1CCN(C(=O)CC23CC4CC(CC(C4)C2)C3)CC1 do in these assays?
RNase H inhibition: 23%

How did O=[N+]([O-])c1cc([N+](=O)[O-])c(N2CCOCC2)cc1Cl do in these assays?
RNase H inhibition: 0%

What do the screens show for `Oc1cccc(-c2nc(-c3ccccc3)c(-c3ccc(Br)cc3)[nH]2)c1`?
RNase H inhibition: 22%

How did Cc1ccc(OCC(=O)Nc2ccc(N(C)C)cc2)cc1 do in these assays?
RNase H inhibition: 17%

What do the screens show for `Cc1cc(C)cc(OCCn2ccnc2)c1`?
RNase H inhibition: 13%

How did Cc1ccc2c(C)nc(/N=C(/N)NC(=O)c3ccccc3)nc2c1 do in these assays?
RNase H inhibition: 22%

What do the screens show for `O=C(Nc1nc(-c2ccc([N+](=O)[O-])cc2)cs1)C1CC1`?
RNase H inhibition: 0%

What do the screens show for `C=CCOc1ccc(C(=O)Oc2ccc(OC)cc2)cc1`?
RNase H inhibition: 19%

Results for FC(F)(F)c1ccccc1CN1CCN(Cc2ccncc2)CC1 ?
RNase H inhibition: 0%

How did CCC(C)c1ccc(OCCOc2ccc(Cl)cc2/C=C2\SC(=O)NC2=O)cc1 (centres undefined) do in these assays?
RNase H inhibition: 24%

What do the screens show for `O=C(Nc1ccc(Cl)c(C(F)(F)F)c1)C1COc2ccccc2O1` (centres undefined)?
RNase H inhibition: 3%

What do the screens show for `Cc1cccc(CC2CC(=O)N(CCc3ccc4c(c3)OCO4)C2=O)c1` (centres undefined)?
RNase H inhibition: 4%

What do the screens show for `CCOC(=O)c1c(NC(=S)Nc2ccccc2)sc2c1CCCCC2`?
RNase H inhibition: 28%

How did Cc1c(NC(=O)c2ccc3c(c2)C(=O)N(N2C(=O)c4ccccc4C2=O)C3=O)cccc1C(=O)O do in these assays?
RNase H inhibition: 2%

Results for CCC(=O)NC(c1ccc(N(C)C)cc1)c1ccc2cccnc2c1O (centres undefined) ?
RNase H inhibition: 6%

Results for CCSc1nnc2c(n1)OC(c1ccc(-c3cccc(Cl)c3C)o1)N(C(C)=O)c1ccccc1-2 (centres undefined) ?
RNase H inhibition: 4%

Results for COc1cc(NC(=O)C(C)Oc2ccc(Cl)cc2Cl)c(OC)cc1Cl (centres undefined) ?
RNase H inhibition: 16%

How did CCCCC1(C)OC(=O)C(=Cc2ccc(N(CC)CC)cc2)C(=O)O1 (centres undefined) do in these assays?
RNase H inhibition: 14%

What do the screens show for `CC(=O)Nc1ccc(NC(=O)CCCOc2ccc(Cl)cc2Cl)cc1`?
RNase H inhibition: 8%

Results for Cc1ccc(NC(=O)C(C)Sc2ccc(Cl)cc2)cc1Cl (centres undefined) ?
RNase H inhibition: 13%

How did CCOc1ccc(C2OC3(C(=O)c4ccccc4C3=O)C3C(=O)N(c4ccc(Cl)cc4)C(=O)C23)cc1 (centres undefined) do in these assays?
RNase H inhibition: 7%

What do the screens show for `COC(=O)CN(c1ccc(C)cc1)S(=O)(=O)c1ccc(F)cc1`?
RNase H inhibition: 1%

How did CCCOC(=O)C1=C(C)NC2=C(C(=O)CC(c3ccc(OC)cc3)C2)C1c1cccc2ccccc12 (centres undefined) do in these assays?
RNase H inhibition: 9%

Results for COc1ccc(-c2cc(C(=O)Nc3ccc(Br)cc3F)c3ccccc3n2)cc1OC ?
RNase H inhibition: 0%

13 entries already listed, arranged by formula weight, largest number first.
Results for CCSc1nnc2c(n1)OC(c1ccc(-c3cccc(Cl)c3C)o1)N(C(C)=O)c1ccccc1-2 (centres undefined) ?
RNase H inhibition: 4%

How did CCCOC(=O)C1=C(C)NC2=C(C(=O)CC(c3ccc(OC)cc3)C2)C1c1cccc2ccccc12 (centres undefined) do in these assays?
RNase H inhibition: 9%

Results for COc1ccc(-c2cc(C(=O)Nc3ccc(Br)cc3F)c3ccccc3n2)cc1OC ?
RNase H inhibition: 0%

What do the screens show for `CC(=O)Nc1ccc(NC(=O)CCCOc2ccc(Cl)cc2Cl)cc1`?
RNase H inhibition: 8%

What do the screens show for `CCOC(=O)c1c(NC(=S)Nc2ccccc2)sc2c1CCCCC2`?
RNase H inhibition: 28%

What do the screens show for `O=C(Nc1ccc(Cl)c(C(F)(F)F)c1)C1COc2ccccc2O1` (centres undefined)?
RNase H inhibition: 3%

What do the screens show for `Cc1cccc(CC2CC(=O)N(CCc3ccc4c(c3)OCO4)C2=O)c1` (centres undefined)?
RNase H inhibition: 4%

How did CCCCC1(C)OC(=O)C(=Cc2ccc(N(CC)CC)cc2)C(=O)O1 (centres undefined) do in these assays?
RNase H inhibition: 14%

Results for Cc1ccc(NC(=O)C(C)Sc2ccc(Cl)cc2)cc1Cl (centres undefined) ?
RNase H inhibition: 13%

What do the screens show for `COC(=O)CN(c1ccc(C)cc1)S(=O)(=O)c1ccc(F)cc1`?
RNase H inhibition: 1%

How did Cc1ccc2c(C)nc(/N=C(/N)NC(=O)c3ccccc3)nc2c1 do in these assays?
RNase H inhibition: 22%

What do the screens show for `C=CCOc1ccc(C(=O)Oc2ccc(OC)cc2)cc1`?
RNase H inhibition: 19%

What do the screens show for `Cc1cc(C)cc(OCCn2ccnc2)c1`?
RNase H inhibition: 13%

(next part)
Results for Cc1c(C(=O)Nc2cc(Cl)cc(Cl)c2)oc2ccccc12 ?
RNase H inhibition: 7%

Results for CCOc1cc(OCC)cc(C(=O)Nc2cccc3nsnc23)c1 ?
RNase H inhibition: 3%

What do the screens show for `Cc1ccc(S(=O)(=O)N(CC(=O)Nc2ccc(F)cc2)c2cc(C)cc(C)c2)cc1`?
RNase H inhibition: 18%

Results for O=C(O)CCNC(=O)/C(=C\c1ccc(Br)cc1)NC(=O)c1ccccc1 ?
RNase H inhibition: 5%

What do the screens show for `Cc1c(C(=O)N(Cc2ccccc2)Cc2ccccc2)cccc1[N+](=O)[O-]`?
RNase H inhibition: 0%

Results for Cc1ccc(C=C2C(=O)N(C)C(=S)N(C)C2=O)o1 ?
RNase H inhibition: 19%

Results for CCOC(=O)c1sc(NC(N)=O)c(C#N)c1C ?
RNase H inhibition: 4%

Results for NS(=O)(=O)c1ccc(-c2ccc(/C=C3\SC(=S)N(CCc4ccccc4)C3=O)o2)cc1 ?
RNase H inhibition: 35%

Results for CC(C)OC(=O)c1c(NC(=O)C2C3CCC(C3)C2C(=O)O)sc2c1CCCC2 (centres undefined) ?
RNase H inhibition: 0%

How did Cc1ccc(N=Cc2cccc(Cl)c2Cl)c(O)c1 do in these assays?
RNase H inhibition: 13%

How did Cc1ccc(C2(c3ccc(C)cc3)CC2C(=O)Nc2ccccc2F)cc1 (centres undefined) do in these assays?
RNase H inhibition: 12%

What do the screens show for `CS(=O)(=O)N(CC(=O)Nc1ccc(Cl)c(C(F)(F)F)c1)c1cccc(C(F)(F)F)c1`?
RNase H inhibition: 5%

Results for N=C(SC1CC(=O)N(c2cccc3ccccc23)C1=O)N1N=C(c2cccs2)CC1c1ccc(Br)cc1 (centres undefined) ?
RNase H inhibition: 11%

How did CC1=C(C(=O)OCCc2ccccc2)C(c2ccccc2OC(C)C)C2=C(CC(c3ccc(Cl)cc3)CC2=O)N1 (centres undefined) do in these assays?
RNase H inhibition: 18%

How did Fc1ccc(CN2CCN(c3cccc(C(F)(F)F)c3)CC2)cc1F do in these assays?
RNase H inhibition: 2%

Results for O=C(c1ccccc1Cl)N1CCN(CCN2C(=O)c3cccc4cccc(c34)C2=O)CC1 ?
RNase H inhibition: 8%

What do the screens show for `Cn1c(=O)c2c(nc(SCC(=O)NC(C)(C)C)n2Cc2ccccc2Cl)n(C)c1=O`?
RNase H inhibition: 13%

What do the screens show for `Cc1ccc(/C=C/C(=O)Nc2ccc([N+](=O)[O-])cc2)o1`?
RNase H inhibition: 15%

Results for Cc1ccc(NC(=O)C(C)SCc2ccccc2)cc1C (centres undefined) ?
RNase H inhibition: 15%

What do the screens show for `O=C(O)c1ccc2c(c1)C(=O)N(c1cccc([N+](=O)[O-])c1)C2=O`?
RNase H inhibition: 3%

Results for CC(C)(C)c1cc(C(=O)N/N=C\c2ccc(Cl)cc2)n[nH]1 ?
RNase H inhibition: 9%

Results for COc1ccc(NC(=O)C(O)(c2ccccc2)c2ccccc2)cc1 ?
RNase H inhibition: 1%

Results for O=C(N/N=C/c1cc(Br)cc(Cl)c1O)c1cccc(F)c1 ?
RNase H inhibition: 3%

What do the screens show for `O=C(O)c1cc2c3c(c1)C1C=CCC1C(c1cccc([N+](=O)[O-])c1)N3CC1CC=CC21` (centres undefined)?
RNase H inhibition: 24%

How did OC(COc1ccc2oc3c(c2c1)CCCC3)CN1CCN(c2ccccc2)CC1 (centres undefined) do in these assays?
RNase H inhibition: 27%

Results for Cc1ccc2sc(-c3ccc(N=CC4=C(O)CC(C)(C)CC4=O)cc3)nc2c1 ?
RNase H inhibition: 9%

Results for CN1C(=O)S/C(=C/c2ccc(OCc3ccccc3C#N)c(Br)c2)C1=O ?
RNase H inhibition: 39%

Results for Cc1nc2ccccc2n1CC(O)COc1ccc(I)cc1 (centres undefined) ?
RNase H inhibition: 1%

Results for CC(Oc1ccccc1)C(=O)Nc1cc(C(=O)Nc2ccccc2)ccc1Cl (centres undefined) ?
RNase H inhibition: 14%

What do the screens show for `O=C(CC1Sc2ccccc2NC1=O)Nc1ccccc1NC(=O)CC1Sc2ccccc2NC1=O` (centres undefined)?
RNase H inhibition: 16%

Results for CCc1nnc(NC(=O)/C=C/c2ccc3c(c2)OCO3)s1 ?
RNase H inhibition: 2%

How did Cc1ccc(-c2nc3ccccc3o2)cc1NC(=O)/C=C/c1cccc([N+](=O)[O-])c1 do in these assays?
RNase H inhibition: 30%

How did Cc1ccc(CNS(=O)(=O)c2ccc([N+](=O)[O-])cc2)cc1 do in these assays?
RNase H inhibition: 19%

Results for CCNC(=S)NNc1nc(N2CCCCC2)nc(N2CCOCC2)n1 ?
RNase H inhibition: 24%

What do the screens show for `COc1cc(C=O)ccc1OCCOc1cc(C(C)C)ccc1C`?
RNase H inhibition: 24%

How did CC12CC3CC(C)(C1)CC(C(=O)Nc1cc(Cl)ccc1Cl)(C3)C2 do in these assays?
RNase H inhibition: 11%

Results for COc1ccc(/C=C/C(=O)NC(=S)Nc2ccccc2O)cc1 ?
RNase H inhibition: 10%

What do the screens show for `COc1ccc(C(=O)CC(c2ccccc2)S(=O)(=O)c2ccccc2)cc1` (centres undefined)?
RNase H inhibition: 0%

How did COc1ccc(OC)c(/C=N/NC(=O)c2cc(C)[nH]n2)c1 do in these assays?
RNase H inhibition: 3%

What do the screens show for `COc1ccc(/C=N/Nc2ccccc2[N+](=O)[O-])cc1OC`?
RNase H inhibition: 14%

Results for COc1ccc(/C=C/C(=O)c2ccc(C)cc2)c(OC)c1 ?
RNase H inhibition: 14%

Results for COc1cc(/C=C2/SC(=S)N(Cc3ccccc3)C2=O)ccc1OCc1cccc(C)c1 ?
RNase H inhibition: 4%

How did COc1ccc(NC(=O)C(Cl)(Cl)Cl)c(OC)c1 do in these assays?
RNase H inhibition: 3%

How did CCc1ccccc1NC(=O)c1c(NC(=O)c2ccco2)sc2c1CCC2 do in these assays?
RNase H inhibition: 13%

Results for CC(=O)Nc1ccc(-c2cnc(-c3ccc(NC(C)=O)cc3)nc2)cc1 ?
RNase H inhibition: 5%

How did CCOC(=O)C1=C(C)N=c2s/c(=C\c3ccc(OC)c(O)c3)c(=O)n2C1c1ccc(SC)cc1 (centres undefined) do in these assays?
RNase H inhibition: 11%

Results for CC(=O)N1CCN(c2ccc(NC(=O)c3ccccc3)cc2)CC1 ?
RNase H inhibition: 4%

Results for CCc1ccc(-c2csc(-c3c[nH]c4ccccc34)n2)cc1 ?
RNase H inhibition: 22%

Results for CCCOC(=O)c1ccc(NC(=O)/C=C/c2cc(Br)ccc2OC)cc1 ?
RNase H inhibition: 8%

What do the screens show for `COc1ccc(/C=N/OCC(=O)N2CCCCCC2)cc1`?
RNase H inhibition: 10%

Results for COc1ccc(/C(C)=N/N=C(\N)SC2CC(=O)N(c3ccc(F)cc3)C2=O)cc1F (centres undefined) ?
RNase H inhibition: 2%

Results for C=C(C)Cn1c(-c2ccc(C(C)(C)C)cc2)n[nH]c1=S ?
RNase H inhibition: 2%

What do the screens show for `Cc1n[nH]c(C)c1CCCCCOc1ccc(Cl)cc1`?
RNase H inhibition: 6%

What do the screens show for `Cc1ccc(C(C)C)c(OCCCOc2cccc3cccnc23)c1`?
RNase H inhibition: 11%
